Dicer processing – human Dicer pre-microRNA cleavage inhibition; hit rate 6% among 47,000; Q9UPY3; AID 1347074; z-score at 25 µM; cat-ELCCA pre-miR-21 Dicer processing, chemiluminescence; active compounds read high; in the data active means z-score above about 3, passing the limit was not always enough;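 further: plate controls were vehicle for no effect and no enzyme for full effect; higher signal means more uncleaved substrate so more Dicer inhibition; strong numbers were not always called active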
Target sequence (Q9UPY3 whole entry, looked up): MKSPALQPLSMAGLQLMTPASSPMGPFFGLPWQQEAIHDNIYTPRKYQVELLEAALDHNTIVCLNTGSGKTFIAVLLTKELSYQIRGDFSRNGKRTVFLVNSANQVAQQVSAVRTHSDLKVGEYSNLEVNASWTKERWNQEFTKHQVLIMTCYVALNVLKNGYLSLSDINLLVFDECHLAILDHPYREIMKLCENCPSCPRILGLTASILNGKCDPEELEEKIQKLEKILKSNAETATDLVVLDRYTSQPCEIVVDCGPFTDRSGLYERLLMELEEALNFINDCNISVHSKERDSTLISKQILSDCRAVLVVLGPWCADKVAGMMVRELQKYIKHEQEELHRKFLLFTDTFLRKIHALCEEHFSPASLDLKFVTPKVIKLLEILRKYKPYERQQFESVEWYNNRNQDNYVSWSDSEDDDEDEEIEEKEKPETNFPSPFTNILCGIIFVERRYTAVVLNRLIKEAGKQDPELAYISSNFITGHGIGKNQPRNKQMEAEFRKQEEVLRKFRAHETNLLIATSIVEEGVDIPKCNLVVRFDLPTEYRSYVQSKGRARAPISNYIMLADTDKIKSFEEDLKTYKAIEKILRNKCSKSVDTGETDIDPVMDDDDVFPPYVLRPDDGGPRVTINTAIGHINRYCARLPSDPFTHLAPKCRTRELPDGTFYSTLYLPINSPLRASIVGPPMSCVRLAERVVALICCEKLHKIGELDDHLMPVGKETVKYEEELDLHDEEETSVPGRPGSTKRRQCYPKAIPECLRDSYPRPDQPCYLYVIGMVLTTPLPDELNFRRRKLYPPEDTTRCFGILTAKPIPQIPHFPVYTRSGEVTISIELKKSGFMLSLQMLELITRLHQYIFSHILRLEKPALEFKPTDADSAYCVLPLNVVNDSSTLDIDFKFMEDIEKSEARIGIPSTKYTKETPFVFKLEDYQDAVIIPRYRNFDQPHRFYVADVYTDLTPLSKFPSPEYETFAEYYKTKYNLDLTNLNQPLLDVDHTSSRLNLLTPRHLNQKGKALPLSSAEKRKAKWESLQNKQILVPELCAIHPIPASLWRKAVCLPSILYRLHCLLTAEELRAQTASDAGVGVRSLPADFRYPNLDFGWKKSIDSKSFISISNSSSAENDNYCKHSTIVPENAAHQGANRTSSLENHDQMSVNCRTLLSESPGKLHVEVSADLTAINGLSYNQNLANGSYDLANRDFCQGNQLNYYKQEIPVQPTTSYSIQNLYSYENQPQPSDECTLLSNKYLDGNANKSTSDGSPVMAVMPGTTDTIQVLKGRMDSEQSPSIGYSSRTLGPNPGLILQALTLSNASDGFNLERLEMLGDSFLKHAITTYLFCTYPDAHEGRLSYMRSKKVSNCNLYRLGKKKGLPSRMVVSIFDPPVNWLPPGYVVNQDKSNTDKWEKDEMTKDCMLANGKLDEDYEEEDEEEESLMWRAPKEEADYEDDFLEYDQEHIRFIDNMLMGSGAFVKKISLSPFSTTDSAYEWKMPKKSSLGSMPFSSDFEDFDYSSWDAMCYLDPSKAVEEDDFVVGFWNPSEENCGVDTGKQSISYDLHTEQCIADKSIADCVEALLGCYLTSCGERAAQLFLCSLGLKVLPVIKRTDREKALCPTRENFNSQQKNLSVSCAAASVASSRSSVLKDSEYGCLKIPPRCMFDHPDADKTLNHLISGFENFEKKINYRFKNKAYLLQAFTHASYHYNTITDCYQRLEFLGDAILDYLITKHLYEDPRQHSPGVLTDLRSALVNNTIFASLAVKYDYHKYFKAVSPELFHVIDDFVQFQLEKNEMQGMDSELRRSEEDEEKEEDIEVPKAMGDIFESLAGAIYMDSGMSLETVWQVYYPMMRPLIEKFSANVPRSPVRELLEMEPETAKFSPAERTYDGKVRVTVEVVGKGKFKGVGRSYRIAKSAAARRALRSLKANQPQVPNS
An asterisk follows results filed as active. An excerpt; rates above refer to the full screens.

SMILES,Dicer processing
COC(=O)c1noc(-c2ccc(F)cc2)n1,-0.21
CCOC(=O)C(=O)N(c1ccccc1)C1CC(C)N(C(=O)C(C)C)c2ccccc21 (configuration not stated),0.79
COC(=O)COc1ccc2c(=O)c(-c3ccc(OC)c(OC)c3)c(C(F)(F)F)oc2c1,-0.96
CC(=O)/C(=C\N=S(C)(=O)c1ccc(Cl)cc1)S(=O)(=O)c1ccc(Cl)cc1 (configuration not stated),-1.4
COc1cc(C2C3=C(CC(C)(C)CC3=O)N(C)C3=C2C(=O)CC(C)(C)C3)ccc1O,-0.5
CCCn1c(C(O)c2ccc(C(C)C)cc2)nc2ccccc21 (configuration not stated),-0.06
Cc1c(Cc2ccc(Cl)c(Cl)c2)c(=O)oc2cc(OS(=O)(=O)c3ccc(Cl)cc3)ccc12,1.7
CCCn1c(=O)cc(N)n(-c2ccc(OC(F)(F)F)cc2)c1=O,-2.1
Clc1ccc(-c2noc(CSC3=NCC4CCCC4N3)n2)cc1 (configuration not stated),-0.66
CC1=CC(C)(C)N2C(=O)C(=O)c3cc(OC(=O)Cc4ccccc4)cc1c32,0.5
O=C1c2ccccc2-c2onc3c(N4CCOCC4)cc(Nc4ccccc4)c1c23,-0.53
O=C(C[n+]1ccn2cccc2c1-c1ccccc1)c1ccccc1,0.07
Cc1nc(C)c(C(=O)O)c(-c2ccsc2)c1C(=O)O,11
Cc1ccc(N2C(=O)CC(NCc3ccc4c(c3)OCO4)C2=O)cc1Cl (configuration not stated),0.45
CCOc1nnc(-c2ccc(OC)cc2)c2ccccc12,0.95
Clc1ccc(CSC2=NCN(Cc3ccccc3)CN2)cc1,-0.52
Cc1ccc(C2c3c(oc4ccc(F)cc4c3=O)C(=O)N2c2nc(C)c(C)s2)cc1 (configuration not stated),0.21
COc1ccc(C2/C(=C(\O)c3ccc(Cl)cc3)C(=O)C(=O)N2c2cccnc2)cc1OC (configuration not stated),0.01
C[C@H](NS(=O)(=O)c1ccc(F)cc1)C(=O)O,5.3*
CCOC(=O)C1=C(C)N(C(C)=O)C(SC)=NC1c1ccccc1 (configuration not stated),0.32

In a second layout: results already given
Cc1ccc(C2c3c(oc4ccc(F)cc4c3=O)C(=O)N2c2nc(C)c(C)s2)cc1 (configuration not stated)
  Dicer processing = 0.21

COc1ccc(C2/C(=C(\O)c3ccc(Cl)cc3)C(=O)C(=O)N2c2cccnc2)cc1OC (configuration not stated)
  Dicer processing = 0.01

C[C@H](NS(=O)(=O)c1ccc(F)cc1)C(=O)O
  Dicer processing = 5.3*

Next part.
SMILES,Dicer processing
CCOC(=O)c1noc(C)c1-c1csc(N/N=C/c2ccccc2)n1,0.39
C/C(=N\NC(=S)NC1CC2C=CC1C2)c1ccccc1OCC(=O)O (configuration not stated),1.7
CC(=O)Oc1ccc2c(=O)c(-c3ccc(F)cc3)c(C(F)(F)F)oc2c1C,0.87
COc1ccc(C(C)=O)cc1CS/C(=N/S(=O)(=O)c1ccccc1)Nc1cccc(F)c1,-1.8
CC1CCc2c(sc(NC(=O)CSc3ncn[nH]3)c2C#N)C1 (configuration not stated),-0.02
CC(C)(C)c1cc2n(n1)C1=NCCN1C=N2,0.37
O=C(CSc1nc2ccccc2nc1N1CCOCC1)N1CCN(C2CCCCC2)CC1,2
O=c1n(-c2ccccc2)c(=O)n2n1C1C=CC2C1,2.6
FC(F)(F)c1ccc(/C=N/Nc2nccc(C(F)(F)F)n2)cc1,0.54
Cc1cccc(OCC(O)Cn2c[n+](C)c3cc(C)c(C)cc32)c1 (configuration not stated),2
Clc1ccc(N2CCN(Cc3c[nH]c4ncccc34)CC2)cc1,-0.38
CCn1c(SCC(=O)O)nnc1-c1cc(Br)ccc1O,2.5
N#Cc1nc(-c2ccc(F)cc2)oc1NC1CCCCC1,-1.7
Cc1nn(-c2ccccc2)c2nc(-c3cccnc3)cc(C(F)(F)F)c12,0.1
COC(=O)C1=NNC2C(=O)N(c3cccc(C)c3)C(=O)C12 (configuration not stated),1.3
CC1=C(C(=O)OCCc2ccccc2)C(c2ccc(C)o2)C2=C(CC(C)(C)CC2=O)N1 (configuration not stated),-0.45
CNS(=O)(=O)c1cc2c(c([N+](=O)[O-])c1)-c1c(cc(S(=O)(=O)NC)cc1[N+](=O)[O-])C2=O,0.91
COc1ccc(Nc2cc(C)nc(N3CCOCC3)n2)cc1,6.7*
O=C(CSc1nc2ccccc2nc1N1CCCC1)N1CCN(c2ccccc2)CC1,1.6
Cc1onc(-c2c(Cl)cccc2Cl)c1NC(=O)O/N=C(\N)Cc1ccc(C(C)(C)C)cc1,-0.05
COc1cc(OC)cc(N2C(=O)C3CC(C)=C(C)CC3C2=O)c1 (configuration not stated),-2.2
CC1=C(C(=O)OCCOc2ccccc2)C(c2cccs2)C2=C(CC(C)(C)CC2=O)N1 (configuration not stated),0.59
O=C(Nc1ccccc1)Nc1nccc(-c2cc(OCC(F)(F)F)ccc2OCC(F)(F)F)n1,-0.16
N#C/C(=C\Nc1cc(C(F)(F)F)cc(C(F)(F)F)c1)C(=O)c1ccc(Cl)cc1,-0.13
O=C1C(=O)N(CCCN2CCOCC2)C(c2ccccc2)/C1=C(\O)c1ccccc1 (configuration not stated),0.77
Cc1nnc(C)c2c(C)n(Cc3ccc4c(c3)OCO4)c(C)c12,-2.2
CCCCCCn1c(NCc2cccs2)nc2ccccc21,2.3
NC(=S)c1cnccc1C(F)(F)F,-0.82
Clc1ccc(-c2nnnn2-c2ccc(Cl)c(Cl)c2)cc1Cl,-5.9
COc1ccc(-c2cnc(NCc3ccc(Br)cc3)n2C)cc1,1.7
COc1ccc(N2C(=O)C3C4c5ccccc5C(c5ccccc54)C3C2=O)cc1 (configuration not stated),1.5
O=C(/C(=N/N=C/c1cccs1)c1ccccc1)c1ccccc1,22
C#CCOc1ccc(C2C3=C(CCCC3=O)NC3=C2C(=O)CCC3)cc1,0.15
CC(C)(C)NC(=O)c1ccc2c(c1)CCO2,0.77
COc1ccc(C(=O)CC(Sc2ccc(Cl)cc2)c2ccccc2)cc1 (configuration not stated),-2.2
CCC(C)Sc1sc(C(=O)O)c(-c2ccc(Cl)cc2)c1C#N (configuration not stated),0.13
COc1ccc(-c2noc(COc3ccccc3Cl)n2)cc1,-0.28
CC1=C(C(=O)OCCc2ccccc2)C(c2ccc(C)s2)C2=C(CC(C)(C)CC2=O)N1 (configuration not stated),-0.16
Cc1cc(Nc2ccccc2)n2ncnc2n1,-1.4
CC1(C(=O)O)C2C=CC3(CN(c4ccccc4)C(=O)C31)O2 (configuration not stated),5.3*
CNC(=S)NNC(=O)c1csc(C)n1,0.84
COCCCNC(=S)NNS(=O)(=O)c1ccc(C)cc1,0.29
Cn1c(-c2ccc(Cl)cc2)cnc1NCc1ccc(F)cc1F,3.3*
O=C(Cc1cccc2ccccc12)Nc1ccc2nccnc2c1,-0.91
CCOC(=O)C1=C(C)NC2=C(C(=O)CC(C)(C)C2)C1c1coc2ccc(C)cc2c1=O (configuration not stated),-0.3
O=C(Cn1c2ccccc2n2ncnc12)c1cccs1,0.52
N#C/C(=C/c1cccc2ccccc12)C(N)=S,0.13
Cc1csc(Nc2cccc3ccccc23)n1,3.3*
C=C(C)c1cccc(C(C)(C)NC(=O)N2CCN(c3ncccn3)CC2)c1,-1.2
COC(=O)c1sccc1N/N=C(\C#N)S(=O)(=O)c1ccccn1,0.17

Other compounds:
SMILES,Dicer processing
CCNC(=S)NNC(=O)c1c(C)nc2ccccn12,-0.84
Cc1cc(NCCc2ccc(Cl)cc2)c2nncn2n1,2.4
Cn1c(-c2ccc(F)cc2)cnc1NCc1cccc(Cl)c1,2.8
COc1cccc(N2CCCn3c2nc2c3c(=O)n(CC(=O)O)c(=O)n2C)c1,2.1
COc1ccc(O)c(C(=O)C2c3ccccc3C(=O)N2c2ccc(C)cc2)c1 (configuration not stated),8*
Cc1c(CC(=S)N2CCOCC2)sc2ccccc12,-0.68
Nc1nc(-c2ccccc2)cn1Nc1ccccc1,-2.7
N#Cc1ccc(Sc2cccs2)c([N+](=O)[O-])c1,-1
N#Cc1ccc(CSC2=NCCN2)cc1,-0.74
Cc1nc(S/C=C/C(=O)c2ccccc2)c(C#N)c(C)c1C,-1.4
COc1ccc(-c2csc3ncn(C(C)C(=O)O)c(=O)c23)cc1OC (configuration not stated),0.33
NNC(=O)c1cc2c(s1)-c1ccccc1CC2,1
Cc1cc2n(n1)C(c1ccc(N3CCOCC3)cc1)Nc1c(C)cccc1-2 (configuration not stated),3.8*
CSC(SC)=C(C#N)S(=O)(=O)c1ccc(Cl)cc1,3.2*
Cc1cc2c(cc1C)NC(c1ccccc1O)C1=C(CC(C)(C)CC1=O)N2 (configuration not stated),0.96
CN1C(=O)c2cccc3cccc(c23)[S+]1c1cccc2cccc(C(=O)[O-])c12 (configuration not stated),-0.98
CCN1C(=O)CC(N2CCN(c3ccc(Cl)cc3)CC2)C1=O (configuration not stated),2.8
S=C(NNC(=S)Nc1ccccc1)Nc1ccccc1,14*
Cc1nn(-c2cccc(Cl)c2)c2oc(=O)cc(C(F)(F)F)c12,-4
O=C(Nc1ccc(F)cc1)C1Sc2nnc(-c3ccccc3)n2NC1c1ccccc1 (configuration not stated),1.6
CC(C)n1cc(-c2noc(-c3cccs3)n2)c(=O)n(Cc2ccccc2)c1=O,3.1*
O=C(O)c1cc(Cl)ccc1Sc1ccccc1CO,-1.5
O=C(Oc1ccc2ccccc2c1I)c1ccc(Cl)cc1,0.62
O=C(/C=C/c1ccc(O)c(O)c1)OCCc1ccccc1,2.5
Cn1c(OCc2cccnc2)nc2c1c(=O)n(Cc1ccc(F)cc1)c(=O)n2C,2.4
CCOC(=O)/C(C#N)=C1\CCCc2cc(OC)ccc21,0.05
COc1ccc(-c2nc(-c3ccc(C)nc3OC)no2)cc1,0.83
Cc1noc(-c2ccc(Cl)cc2)c1C(=O)NNC(=O)c1ccc(C(F)(F)F)cc1,3.8
N/C(Cc1nc2cccnc2n1C1CC1)=N\OC(=O)c1ccc(OC(F)(F)F)cc1,1
COc1ccc(-c2ccc(=O)[nH]n2)cc1,1.2

Part of the list above, reformatted.
mol: O=C(O)c1cc(Cl)ccc1Sc1ccccc1CO
  Dicer processing: -1.5
mol: O=C(Oc1ccc2ccccc2c1I)c1ccc(Cl)cc1
  Dicer processing: 0.62
mol: O=C(/C=C/c1ccc(O)c(O)c1)OCCc1ccccc1
  Dicer processing: 2.5
mol: Cn1c(OCc2cccnc2)nc2c1c(=O)n(Cc1ccc(F)cc1)c(=O)n2C
  Dicer processing: 2.4

The listing continues.
SMILES,Dicer processing
N=C1C(=S)N(c2ccc(Cl)c(Cl)c2)C(=O)N1c1ccc(Cl)c(Cl)c1,-1.8
Cc1ccc(C(=O)C2=C(O)C(=O)N(Cc3cccnc3)C2c2ccc(N(C)C)cc2)o1 (configuration not stated),1.2
CC1=C(C(=O)OCc2ccccc2)C(c2ccccn2)C2=C(CC(c3ccc(Cl)cc3)CC2=O)N1 (configuration not stated),1.9
CCOC(=O)c1c(NC(=O)Nc2ccccc2)nc(SC)n1-c1ccccc1OC,-1.1
CCOC(=O)NNC(=S)NC1CCCCC1,0.14
CCn1ccnc1C(O)(c1ccccc1)c1ccc(C)cc1 (configuration not stated),0.78
CSC1=NCCCN1C(=O)c1c(-c2ccccc2Cl)noc1C,-0.52
CC1(C)CC(=O)C=C(SCC(=O)Nc2cc(C(F)(F)F)cc(C(F)(F)F)c2)S1,2.4
O=C1CCC(c2ccc(-n3ccnc3)cc2)=NN1,-0.68
O=S(=O)(c1ccc(Cl)cc1)c1nc2ccc(Cl)cc2s1,-2.5
Cc1cc(NCc2cccnc2)c2ncnn2n1,2.8
CC(C)CC(=O)CC1(O)C(=O)Nc2ccccc21 (configuration not stated),-1.9
CCOC(=O)CNC(=O)CSc1nnc(C)s1,-0.63
FC(F)(F)c1cccc(Sc2ncnc3c(-c4ccccc4)c(C(F)(F)F)sc23)c1,-0.77
Cc1ccc(NC(=O)CSCC(O)C(F)(F)F)c(Cl)c1 (configuration not stated),-0.57
COc1ccc(C(CC(=O)c2ccc(C)cc2)SCc2c(F)cccc2Cl)cc1 (configuration not stated),-0.55
CN(Cc1ccc(C(C)(C)C)cc1)Cc1cccc2ccccc12,-0.2
Cn1c(Oc2cccc(Cl)c2)nc2c1c(=O)n(Cc1ccc(Cl)cc1Cl)c(=O)n2C,-0.24
COc1ccc(OC)c(C2C3=C(CCCC3=O)Nc3nc(SCc4ccccc4F)[nH]c(=O)c32)c1 (configuration not stated),0.37
O=C1CC[C@@H](C(=O)N2CSC[C@H]2C(=O)O)N1,0.45
O=[N+]([O-])c1cccc(-c2nnn(Cc3c(F)cccc3Cl)n2)c1,9.3
Cc1ccc2c(c1)-c1cc(C)nn1C(c1ccc(N(C)C)cc1)N2 (configuration not stated),6.8*
O=C(CSc1nnc2c(n1)[nH]c1ccccc12)c1ccc(Cl)cc1,0.72
O=C1NNC(SCc2ccc(Br)cc2)=Nc2ccccc21,0.11
CN(C)CC#Cc1cncc(C(=O)NNC(=O)Nc2ccc(Cl)cc2)c1,-0.97

Screening results: PubChem BioAssay, Center for Chemical Genomics, University of Michigan
